Bioassay records: PubChem BioAssay, several laboratories
ssDAF-12 act – S. stercoralis DAF-12 nuclear receptor activators, primary screen, cell-based, luminescence, HEK293, GRIP1 co-expression, lit1-tk-luc; Nuclear hormone receptor DAF-12 (Strongyloides stercoralis); HEK293 ssDAF-12/GRIP1 lit1-tk-luc reporter; % of 3 µM dafachronic acid response; activation, % at 6.8 µM; 1% of 370,000 active;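 active means activation above the mean over all tested compounds plus 3 SD, cut at about 0.9% in these data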;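 further: 0% = DMSO-only wells and 100% = 3 µM delta7-dafachronic acid wells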
GAA850 FXN act – FXN promoter activators, primary screen, cell-based, luciferase luminescence, HEK293 lucGAA850 | HEK293 lucGAA850 FXN promoter luciferase reporter, 24 h; percent of 10 µM SAHA response | activation, % at 6 µM | 0.56% of 360,000 active | AID 540364, 2011;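 active means activation above the average of all compounds screened plus 3 SD, cutoff fixed separately per campaign, cut at about 7.5% in these data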;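 further: 0% = DMSO wells and 100% = 10 µM SAHA wells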
DAX1 inh-1 – DAX1 (NR0B1) inhibitors on StAR promoter, primary screen, cell-based, luminescence, SF-1 (NR5A1), full-length DAX-1. HEK293T StAR-luciferase reporter, SF-1/DAX-1 repression relief. inhibition, % at 6.8 µM. AID 652010, 2013. 1.1% of 370,000 active;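 active means inhibition above the mean over all tested compounds plus 3 SD, cut at about 3.6% in these data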;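 further: 0% = DAX-1 cells with DMSO and 100% = cells lacking DAX-1 with DMSO; higher inhibition means more luminescence from relief of DAX-1 repression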
DAX1 inh-2 – DAX1 (NR0B1) inhibitors, primary screen, cell-based, HEK293, Gal4-DAX1, luciferase luminescence. inhibition, % at 6.75 µM. HEK293 Gal4-DAX1 luciferase reporter. 0.99% of 340,000 active. AID 504766, 2011. Nuclear receptor subfamily 0 group B member 1 (Homo sapiens), P51843;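 active means inhibition above the mean over all tested compounds plus 3 SD, cut at about 4.2% in these data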;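 further: 0% = DAX1-transfected cells with DMSO and 100% = empty-vector control cells with DMSO; inhibition shows as a rise in luminescence from relieved DAX1 repression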
SMARCA2 act – SMARCA2 (BRM) function activators, primary screen, cell-based, luminescence, high throughput | MG213 cells, MMTV-luciferase reporter, dexamethasone, overnight | activation, % at 9.1 µM | 1% of 370,000 active; in the data active means activation above about 7.8%;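 further: 0% = vehicle wells and 100% = reference activator wells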
HGIII-sPLA2 inh – human group III sPLA2 inhibitors, primary screen, biochemical, QFRET, BODIPY PC-A2 liposome substrate. 0.56% of 370,000 active. Group 3 secretory phospholipase A2 (Homo sapiens), Q9NZ20. QFRET BODIPY PC-A2 liposome hydrolysis, fluorescence. inhibition, % at 12.2 µM;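 active means inhibition above mean plus 3 SD of compounds lying within the high and low control bounds, cut at about 19% in these data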;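 further: 0% = median of test compound wells and 100% = no enzyme DMSO wells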
PG9 Ab binder – binders of HIV-1 gp120 antibody PG9, primary screen, biochemical, TR-FRET; TR-FRET gp120-PG9 antibody binding; inhibition, % at 6.7 µM; 0.43% of 360,000 active; in the data active means inhibition above about 8.5%
hcDAF-12 act – H. contortus DAF-12 nuclear receptor activators, primary screen, cell-based, luminescence, HEK293, lit1-tk-luc reporter | HEK293 hcDAF-12 lit1-tk-luc reporter; 0% DMSO, 100% Δ7-dafachronic acid | activation, % at 6.8 µM | 1.4% of 370,000 active;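 active means activation above the mean of all tested compounds plus 3 SD, cut at about 5.5% in these data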;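 further: 100% = response to 3 µM Δ7-dafachronic acid high control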
PLCb3 inh – human PLC-beta3 inhibitors, primary screen, biochemical, fluorescence. 1-phosphatidylinositol 4,5-bisphosphate phosphodiesterase beta-3 (Homo sapiens), Q01970. inhibition, % at 12.2 µM. 0.18% of 370,000 active. Purified PLC-beta3, fluorogenic substrate. AID 720704, 2013; in the data active means inhibition above about 11%;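 further: 0% = median of compound wells on plate and 100% = full blocker control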
Target sequence (Q01970 whole entry, looked up): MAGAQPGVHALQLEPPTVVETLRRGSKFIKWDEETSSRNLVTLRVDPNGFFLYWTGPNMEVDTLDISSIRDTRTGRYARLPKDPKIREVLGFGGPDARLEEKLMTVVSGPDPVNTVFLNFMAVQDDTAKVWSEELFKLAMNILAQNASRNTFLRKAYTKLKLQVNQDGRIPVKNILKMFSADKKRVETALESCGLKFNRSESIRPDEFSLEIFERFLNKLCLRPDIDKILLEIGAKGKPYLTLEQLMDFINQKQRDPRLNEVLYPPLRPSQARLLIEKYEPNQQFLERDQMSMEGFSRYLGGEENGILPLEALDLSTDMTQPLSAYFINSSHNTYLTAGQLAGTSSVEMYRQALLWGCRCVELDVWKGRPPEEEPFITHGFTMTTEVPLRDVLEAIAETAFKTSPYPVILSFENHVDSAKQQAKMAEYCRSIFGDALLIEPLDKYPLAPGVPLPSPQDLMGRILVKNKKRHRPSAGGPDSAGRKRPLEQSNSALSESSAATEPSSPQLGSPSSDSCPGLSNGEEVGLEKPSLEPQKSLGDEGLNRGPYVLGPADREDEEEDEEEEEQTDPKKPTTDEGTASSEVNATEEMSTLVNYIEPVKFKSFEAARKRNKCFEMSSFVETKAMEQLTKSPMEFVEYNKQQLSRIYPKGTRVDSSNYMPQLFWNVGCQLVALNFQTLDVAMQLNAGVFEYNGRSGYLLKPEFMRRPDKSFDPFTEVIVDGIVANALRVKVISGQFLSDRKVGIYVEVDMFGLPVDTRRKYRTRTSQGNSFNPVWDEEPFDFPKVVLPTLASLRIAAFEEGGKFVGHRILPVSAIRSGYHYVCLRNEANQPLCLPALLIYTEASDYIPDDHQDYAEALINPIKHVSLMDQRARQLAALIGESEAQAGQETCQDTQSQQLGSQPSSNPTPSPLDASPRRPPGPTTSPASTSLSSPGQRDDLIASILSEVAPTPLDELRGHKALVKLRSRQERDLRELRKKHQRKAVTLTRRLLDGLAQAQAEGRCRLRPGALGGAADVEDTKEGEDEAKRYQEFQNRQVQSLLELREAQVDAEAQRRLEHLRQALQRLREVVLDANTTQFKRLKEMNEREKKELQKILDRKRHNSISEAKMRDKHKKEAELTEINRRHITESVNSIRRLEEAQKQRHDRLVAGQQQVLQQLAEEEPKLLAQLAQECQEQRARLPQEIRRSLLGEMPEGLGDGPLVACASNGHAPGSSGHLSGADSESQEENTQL
NR1D1 modulator – modulators of Rev-erb alpha DNA binding, primary screen, biochemical, FITC-DNA, fluorescence polarization, uHTS | activity, % at 10 µM | Nuclear receptor subfamily 1 group D member 1 (Homo sapiens), P20393 | Rev-erbα–FITC-DNA binding, 90 min | 0.79% of 370,000 active;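 active means activity above about 14%, limit read from the data; passing the limit was not always enough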;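 further: 0% = DMSO wells with 35 nM protein and 100% = DMSO wells with 750 nM protein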
hgDAF-12 ag – H. glycines DAF-12 receptor agonists, primary screen, cell-based, luminescence, HEK293, GAL4 fusion, UAS-luciferase; Nuclear hormone receptor DAF-12 (Heterodera glycines), GAL4 fusion; HEK293 GAL4-hgDAF12 UAS-luciferase reporter, agonist luminescence; normalized to butyrate control; activation, % at 6.8 µM; 1.8% of 370,000 active;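 active means activation above a cutoff set at the mean of all screened compounds plus 3 SD, cut at about 10% in these data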;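 further: 0% = DMSO wells and 100% = sodium butyrate wells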
* = called active by the depositor; i = inactive; . = no result given.

Below each SMILES – ssDAF-12 act, GAA850 FXN act, DAX1 inh-1, DAX1 inh-2, SMARCA2 act, HGIII-sPLA2 inh, PG9 Ab binder, hcDAF-12 act, PLCb3 inh, NR1D1 modulator, hgDAF-12 ag
1	COC(C[C@H]1O[C@H]1C(=O)[C@@H](C)OCc1ccccc1)OC
 : -1.1, -3.4, -0.6, -0.8, 0, 4, -1.0, -1.5, -2, -4, 0.7
2	CCSc1nc2c(c(=O)n1-c1ccc(F)cc1)SCC2
 : -1.4, 7.4, 0.2, -1.1, -2, 2, 0.7, -1.5, 0, 2, 2.2
3	O=C(COc1ccccc1)Nc1cc(C(F)(F)F)ccc1N1CCCC1
 : -1.6, 3.6, -1.0, -1.3, -2, 9, 0.6, -2.1, 1, 4, 0.0
4	O=C(O)c1cccc(S(=O)(=O)Nc2ccccc2-c2ccccc2)c1
 : -1.4, -1.8, -0.2, 1.7, 1, -6, -0.4, 0.1, -3, 1, -0.8
5	N#CC1=C(N)N(c2ccccc2)C2=C(C(=O)CCC2)C1c1ccccc1 (stereo unspecified)
 : -0.4, 3.0, -0.1, 0.1, -1, -11, -1.6, -1.8, -22, 4, 2.9
6	COc1cc(OC)cc(-c2nc(SCC(=O)Nc3ccccc3F)n[nH]2)c1
 : -1.4, -0.7, -3.1, -0.5, -1, -21, -1.2, -2.8, -7, -6, -1.4
7	COc1ccc(CCNC(=S)Nc2cccc3ccccc23)cc1
 : -0.4, -0.1, 0.3, -1.0, -1, 10, -0.5, 2.9, -2, -5, -0.6
8	Cc1ccc(S(=O)(=O)Nc2nc(C)c(C(=O)Nc3ccccc3)s2)cc1
 : -0.7, -0.4, 0.3, 3.1, -3, -28, -0.4, 4.0, -2, -1, 2.8
9	CCCCCC1CC(COc2ccccc2)OC1=O (stereo unspecified)
 : -0.7, -0.3, 0.0, 0.3, 1, -2, -1.7, 0.1, -5, 4, 0.0
10	COc1cc2c(cc1OC)C(c1ccccc1)N(C(=O)CSCC(=O)O)CC2 (stereo unspecified)
 : -1.2, 0.2, 0.1, 2.3, 0, -3, 1.3, -1.6, -3, -1, 1.1
11	O=C(c1ccc2snnc2c1)N1CCOCC1
 : -0.4, -1.8, 1.4, 0.1, -2, 11, 2.4, 1.9, 0, 4, -0.2
12	COc1ccc(NC(=O)CSC2CC(=O)N(c3ccc4c(c3)OCCO4)C2=O)cc1 (stereo unspecified)
 : -1.4, -2.4, 0.3, 1.2, -3, 2, 1.4, -1.4, 4, 2, -2.9
13	O=C(NNC(=O)c1ccc2ncccc2c1)c1ccc(Cl)cc1
 : -1.6, -0.2, 0.0, 0.0, -1, -6, -1.0, -1.1, -2, -4, 2.2
14	CC(C)C[C@H](NC(=O)c1nc[nH]c1C(=O)N1CCNCC1)C(=O)OCc1ccccc1
 : -0.9, 1.7, -0.3, 2.4, -1, 2, 2.0, -0.9, 6, -4, -0.2
15	O=S(=O)(c1ccc2oc(=S)[nH]c2c1)N1CCCCC1
 : -1.3, 0.8, 0.1, 0.4, 7, 6, 0.2, 0.2, -6, -6, -1.4
16	CCOC(=O)C1CCN(C(=O)CCC(=O)NNc2nc3ccccc3c3nc(C)nn23)CC1
 : -0.9, 1.0, -0.3, 0.7, -2, -1, -1.4, -0.3, -5, 2, 0.1
17	CCOC(=O)[C@@H](CCc1ccccc1)N[C@@H](C)C(=O)N1CCC[C@H]1C(=O)O
 : -1.4, ., 0.8, ., -3, -2, ., 0.7, 2, 4, 2.7
18	COc1ccc(-c2cc(C(=O)Nc3cc(C)ccc3O)no2)cc1
 : -1.1, 2.3, 0.1, -3.6, 1, 4, -0.3, -0.7, -7, -1, 7.4
19	O=C(Nc1cccc(Cl)c1)Nc1sccc1-c1nc2ccccc2s1
 : -0.6, 1.4, 0.4, ., -2, 2, 1.5, 3.4, i, -1, 3.8
20	CCN(Cc1ccccc1)C(=O)C1CCCN(c2ncccn2)C1 (stereo unspecified)
 : -1.9, ., -1.2, ., -2, 1, ., -3.6, -8, 1, -0.1
21	COc1cccc(-n2cnc3cccc(N)c32)c1
 : -1.4, 2.5, 0.4, 1.0, -2, 0, -2.0, -0.8, -16, 1, -0.3

4 entries drawn at random from those above:
Below each SMILES – ssDAF-12 act, GAA850 FXN act, DAX1 inh-1, DAX1 inh-2, SMARCA2 act, HGIII-sPLA2 inh, PG9 Ab binder, hcDAF-12 act, PLCb3 inh, NR1D1 modulator, hgDAF-12 ag
17	CCOC(=O)[C@@H](CCc1ccccc1)N[C@@H](C)C(=O)N1CCC[C@H]1C(=O)O
 : -1.4, ., 0.8, ., -3, -2, ., 0.7, 2, 4, 2.7
13	O=C(NNC(=O)c1ccc2ncccc2c1)c1ccc(Cl)cc1
 : -1.6, -0.2, 0.0, 0.0, -1, -6, -1.0, -1.1, -2, -4, 2.2
3	O=C(COc1ccccc1)Nc1cc(C(F)(F)F)ccc1N1CCCC1
 : -1.6, 3.6, -1.0, -1.3, -2, 9, 0.6, -2.1, 1, 4, 0.0
18	COc1ccc(-c2cc(C(=O)Nc3cc(C)ccc3O)no2)cc1
 : -1.1, 2.3, 0.1, -3.6, 1, 4, -0.3, -0.7, -7, -1, 7.4

Part of the list above in order of length of the SMILES, descending:
Below each SMILES – ssDAF-12 act, GAA850 FXN act, DAX1 inh-1, DAX1 inh-2, SMARCA2 act, HGIII-sPLA2 inh, PG9 Ab binder, hcDAF-12 act, PLCb3 inh, NR1D1 modulator, hgDAF-12 ag
6	COc1cc(OC)cc(-c2nc(SCC(=O)Nc3ccccc3F)n[nH]2)c1
 : -1.4, -0.7, -3.1, -0.5, -1, -21, -1.2, -2.8, -7, -6, -1.4
4	O=C(O)c1cccc(S(=O)(=O)Nc2ccccc2-c2ccccc2)c1
 : -1.4, -1.8, -0.2, 1.7, 1, -6, -0.4, 0.1, -3, 1, -0.8
20	CCN(Cc1ccccc1)C(=O)C1CCCN(c2ncccn2)C1 (stereo unspecified)
 : -1.9, ., -1.2, ., -2, 1, ., -3.6, -8, 1, -0.1

Whole records, quoted from the list. Screens in order: ssDAF-12 act, GAA850 FXN act, DAX1 inh-1, DAX1 inh-2, SMARCA2 act, HGIII-sPLA2 inh, PG9 Ab binder, hcDAF-12 act, PLCb3 inh, NR1D1 modulator, hgDAF-12 ag
CCSc1nc2c(c(=O)n1-c1ccc(F)cc1)SCC2 reads -1.4, 7.4, 0.2, -1.1, -2, 2, 0.7, -1.5, 0, 2, 2.2
COc1ccc(CCNC(=S)Nc2cccc3ccccc23)cc1 reads -0.4, -0.1, 0.3, -1.0, -1, 10, -0.5, 2.9, -2, -5, -0.6
